Screens from PubChem BioAssay.
Mito fusion act – inhibitors of mitochondrial division or activators of mitochondrial fusion; S. cerevisiae fusion-defective mutant growth rescue, CellTiterGlo 48 h; Potency, µM (titrated, usually from 46.1 µM), without a hit: at the top dose growth rescue (activation), usual class: activators; 320,000 compounds, 0.23% hits;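 note: potency is the fitted concentration of half-maximal effect; % of control where 0% means no effect; nearly all actives have a fitted effect of over 45% in size; temperature-sensitive fusion mutants such as fzo1-1 at 37 °C on non-fermentable ethanol glycerol medium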
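Growth-rescue viability read-out: after 48 h at the non-permissive 37C in glycerol/ethanol YPEG, yeast mitochondrial fusion mutants are measured by CellTiterGlo luminescence; compounds (23 nl pinned per well) restoring growth score as division inhibitors or fusion activators.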
Integrin act MD – activates integrin-mediated alleviation for muscular dystrophy. Potency, µM (highest dose often 38.3 µM), for the others: at the highest dose activation, actives largely listed as activators. alpha7betagal myoblasts, beta-gal FDG fluorescence, 48 h. 350,000 compounds, 0.064% hits. AID 624291;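 note: potency is the fitted concentration of half-maximal effect; 100% = response of the positive control SU9516; nearly all actives have a fitted effect of over 60% in size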
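Alpha7betagal+/- myoblasts (passage 13) were plated 16-24 hr, then exposed to compounds (1:260 dilution of DMSO stock) for 48 hours at 37C. After MPER lysis, β-galactosidase reporter activity was read as FDG fluorescence (ex 480/em 540) after 30 minutes.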
A-T KAP1 phos – candidate therapy for ataxia-telangiectasia | AID 485349 | 320,000 compounds, 0.19% hits | […] A-T fibroblasts, KAP-1 phosphorylation AlphaLISA; neocarzinostatin DNA damage 30 min before lysis | Potency, µM (doses to about 57.5 µM), for the others: at the highest dose activation, actives largely listed as activators; note: potency is the fitted concentration of half-maximal effect; % of control where 0% means no effect; nearly all actives have a fitted effect of over 45% in size
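ATM-like activity read as KAP-1 phosphorylation via AlphaLISA donor/acceptor antibody pairs after lysis and 6 hr at 25C. Cells were ATM-null patient fibroblasts ([…], hTERT), dosed 60 min, then exposed to the DSB inducer NCS for 30 min.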
MBNL1 CUG block – MBNL1-poly(CUG) RNA binding inhibition | Potency, µM (top dose mostly 57.5 µM), inactives show top-dose activity change, negative = inhibition, most hits filed as inhibitors | 280,000 compounds, 0.036% hits | Q9NR56 | TR-FRET MBNL1-His/biotin-(CUG)12 binding, 665/545 ratio; active = well fitted inhibition curve with a large enough effect in the signal ratio, with a control signal flat, not every such curve was filed as active; inconclusive = small, poorly fitted or top-dose-only effect, or effect the other way, or a change in a side signal; inactive = no such curve, though single readings can be large or run the other way; the % refers to the signal ratio; note: potency is the fitted concentration of half-maximal effect; % is set by controls: 0 for no effect and ±100 for the full control effect
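Ratiometric TR-FRET (665 over 545 nm, excitation 340 nm) tracks disruption of MBNL1-His/biotin-(CUG)12 complex after 60 min at room temperature, with compounds at 92 nM to 58 uM final.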
PTAP TSG101 blk – blocks PTAP/TSG101 interaction to inhibit HIV-1 budding | Q99816 | Fluorescence polarization, FITC-PTAP peptide / Tsg101 binding | Potency, µM (series often up to 115 µM), without a hit: at the top dose activity change, negative = inhibition, usual class: inhibitors | 340,000 tested, under 10 active; active = well fitted inhibition curve with a large enough effect in the main read-out, with a control signal flat, not every such curve was filed as active; inconclusive = small, poorly fitted or top-dose-only effect, or effect the other way, or a change in a side signal; inactive = no such curve, though single readings can be large or run the other way; note: potency is the fitted concentration of half-maximal effect; % of control where 0% means no effect
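Fluorescence polarization binding of Tsg101 binding domain (10 uM final) to FITC-labeled PTAP peptide (50 nM final) in HEPES pH 7.5 buffer with NaCl, Tween 20, EDTA, TCEP. Compounds added before peptide; binding 20 min at RT.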
Menin-MLL TR inh – inhibitors of human menin-MLL interaction, mutant MLL peptide. O00255. Menin + Texas Red MLL mutant peptide, fluorescence polarization. Potency, µM (top dose mostly 61.6 µM), for inactives: at the highest dose FP activity change, negative = inhibition, hits mostly inhibitors. 270,000 compounds, 0.23% hits. AID 1768; active = well fitted inhibition curve with a large enough effect in the polarisation, with a control signal flat, not every such curve was filed as active; inconclusive = small, poorly fitted or top-dose-only effect, or effect the other way, or a change in a side signal; inactive = no such curve, though single readings can be large or run the other way; the % refers to the polarisation; note: potency is the fitted concentration of half-maximal effect; % of control where 0% means no effect; many of its hits are not listed in these tables
CXXC DNA block – blocks binding of human MLL CXXC domain to DNA. 290,000 compounds, 0.037% hits. Potency, µM (highest dose often 115 µM), for inactives: top-dose activity change, negative = inhibition, actives largely listed as inhibitors. Q03164. AID 2662. MLL-CXXC / FITC-HOXA9 DNA fluorescence polarization; active = well fitted inhibition curve with a large enough effect in the polarisation, with a control signal flat, not every such curve was filed as active; inconclusive = small, poorly fitted or top-dose-only effect, or effect the other way, or a change in a side signal; inactive = no such curve, though single readings can be large or run the other way; the % refers to the polarisation; note: potency is the fitted concentration of half-maximal effect
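Fluorescence polarization: 7 uM MLL-CXXC (stock) preincubated 5 min with compounds, then 50 nM fluorescein-HOX-A9 DNA (stock) added; 30 min ambient. Buffer 50 mM Tris-HCl pH 7.5, 50 mM NaCl, 1 mM DTT, 0.05% BSA.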
TSHR antag – antagonists of human thyroid stimulating hormone receptor | P16473 | AID 504810 | TSHR-expressing cells, TSH-stimulated cAMP HTRF, 2 h; hits give low values | activity change, negative = inhibition, % at 11.5 µM | 330,000 compounds, 0.2% hits;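 active = activity change below a set negative limit, meaning inhibition stronger than a set level, cut at about -70% in these data; inconclusive = activity change between two set negative limits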; note: % is set by controls: 0 for no effect and ±100 for the full control effect
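Antagonism was scored as loss of TSH-driven cAMP in TSHR cells, stimulated with 4nM TSH (EC80) for 2 hours at 37 deg C and detected by homogeneous HTRF competition immunoassay.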
TCR act – activates T cell receptor signaling; primary human leukocytes, anti-CD3, IL-2 HTRF, 48 h; Potency, µM (series often up to 9.22 µM), without a hit: at the highest dose activation of IL-2 secretion, hits mostly activators; 330,000 tested, under 10 active; AID 504894; note: % of control where 0% means no effect
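Compounds are tested in HTS on primary human leukocytes co-incubated with a-CD3 beads for 48 hr. IL-2 output is measured by time-resolved FRET.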
ASM inhibitor – blocks human secretory acid sphingomyelinase; 340,000 compounds, 0.006% hits; P17405; AID 504937; placental ASM, HMU-PC fluorogenic substrate, 60 min; Potency, µM (highest dose often 57.5 µM), without a hit: at the highest dose activity change, negative = inhibition, most hits filed as inhibitors; note: potency is the fitted concentration of half-maximal effect
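Fluorogenic HMU-PC substrate (9 uM final) is turned over by placental ASM in 60 min at 37 C after a 10 min compound preincubation. Reaction ended by alkaline stop (pH 10), with fluorescence read at 386/447 nm.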
An asterisk follows results filed as active; ? = inconclusive; · = not tested or not shown; [ ] = another dose, or the depositor's remark. Unless noted, calls come from the whole dose curve; as a rule, active = well fitted curve in the direction sought with a large enough effect; inconclusive = small, poorly fitted or top-dose-only effect, or another doubt; inactive = no such curve, though single readings can be large; an effect the other way counts as inactive or inconclusive. These rows are one share of the data (hit frequency here may not be typical).

Each structure is followed by: Mito fusion act, Integrin act MD, A-T KAP1 phos, MBNL1 CUG block, PTAP TSG101 blk, Menin-MLL TR inh, CXXC DNA block, TSHR antag, TCR act, ASM inhibitor
- COC(=O)C1=C(NC(=O)c2cccs2)CCS1
→ 1%, ·, 1%, 7%, ·, -15%, -13%, -6, ·, ·
- COc1ccc(CCn2c(SCCN3CCCCC3)nc3ccccc3c2=O)cc1OC
→ -8%, -58%[inhibitor], 3%[11.5 µM], -5%, -2%, -24%, -2%, 15, 4%, 0%
- CCNC(=S)N1CCCCC1CO (stereo not drawn)
→ 13%, -35%, -2%, -3%, -2%, 7%, 0%, 5, -3%, 9%
- CCc1ccc2[nH]c(=O)c(CN(Cc3ccccc3)Cc3nnnn3Cc3ccco3)cc2c1
→ 0%, -14%, -5%, -1%, -1%, -14%, 7%, -8, 2%, -16%
- Cc1ccc(NC(=O)c2ccncc2)cc1[N+](=O)[O-]
→ -23%, 13%, -7%, ?, -1%, -11%, 2%, 13, -4%[46.1 µM], -1%
- Cc1cc(C(=O)CN2C(=O)C(=O)N(CCC3=CCCCC3)C2=O)c(C)n1C
→ ·, -4%, -1%, ·, -7%, ·, ·, ·, 12%, -2%
- Cc1ccc2cc3c(N)[nH]nc3nc2c1
→ -3%, 10%, -9%, ·, 0%, -10%, 12%, 22, -4%, 0%
- C(=N\N1CCN(C2c3ccccc3-c3ccccc32)CC1)/c1cccs1
→ -1%, 0%, 3%, 0%, -2%, -9%, 8%, 50, -4%, -11%
- NS(=O)(=O)c1ccc(NC(=O)/C=C/c2ccc(S(=O)(=O)NCc3ccco3)cc2)cc1
→ 0%, ?, 6%, 13%, 1%, ?, 12%, 5, -63%, 0%
- Cc1ccccc1NC(=S)NC(NC(=O)COc1ccccc1)C(Cl)(Cl)Cl (stereo not drawn)
→ -1%, 13%, 1%, -8%, -1%, ?, ?, 11, 0%, -1%
- COc1ccc(/C=N/NC(C)(C)C)c(OC)c1
→ 1%, -10%, -8%, -2%, 1%, -10%, -1%, 3, -10%, 5%
- NC1=NN=C(N2N=C(c3ccco3)CC2(O)C(F)(F)F)n2ncnc2C1 (stereo not drawn)
→ 1%, -11%, 4%, ?, 0%, -3%, -7%, -5, 0%, 7%
- Cc1cc(NC(=O)NC2CCCN2S(=O)(=O)c2ccc(Cl)cc2)no1 (stereo not drawn)
→ 0%, 9%, 7%, 0%, -1%, -2%, -4%, -3, 7%, 7%
- O=C(Nc1cccc(Cl)c1N1CCOCC1)c1ccc([N+](=O)[O-])o1
→ 7%, -57%[inhibitor], -2%, 21%, -4%, ·, -5%, 5, 1%, -3%
- O=C(CCn1c(=O)[nH]c2ccsc2c1=O)N(CCc1ccccc1)Cc1ccccc1
→ 7%, 4%, 9%, -4%, -7%, -1%, -6%, -12, 0%, -18%
- Cc1cc(C(=O)NNC(=O)C(C)(C)Oc2ccc(Cl)cc2)c(C)o1
→ ·, 27%, 2%, ·, -2%, ·, ·, ·, -3%, -2%
- Cc1noc(C)c1NC(=O)N(C)C[C@@H]1Oc2ccc(NC(=O)Cc3cn(C)c4ccccc34)cc2CC(=O)N([C@H](C)CO)C[C@@H]1C
→ ·, 6%, 5%, ·, 2%, ·, ·, 12, -3%, -2%
- Cc1ccc(Oc2ccccc2/C=C2\SC(=O)N(C)C2=O)cc1
→ 0%, -9%, 7%, 1%, 7%, -11%, 3%, -3, -9%, -7%
- CCOc1ccc(Br)cc1S(=O)(=O)NCc1ccc(S(N)(=O)=O)cc1
→ -1%, -4%, 5%, -15%, -6%, 19%, -6%, 2, -9%, 0%
- S=c1ccc2ccccc2[nH]1
→ -1%, 10%, 2%, 15%, -2%, -10%, 1%, 3, 5%, 1%
- O=C1C=C(N2CCOCC2)C2(CCCCC2)O1
→ 4%, 12%, 4%, -3%, -5%, -18%, -1%, 1, 3%, -2%
- COc1cccc(-c2n[nH]c(=S)n2Cc2ccco2)c1
→ -5%, 0%, -7%, 11%, -7%, ·, 3%, -10, -1%, -1%
- COc1ccc(CCNC(=O)C(=O)NCc2ccccn2)cc1
→ 6%, -11%, -1%, 8%, -1%, 13%, 1%, 22, -3%, 3%
- COC(=O)c1ccc(S(=O)(=O)N2C3CCC2CC(NC(=O)NC2CCCCC2)C3)cc1 (stereo not drawn)
→ -6%, -6%, -2%, -8%, -1%, -2%, 6%, -3, 0%, -2%
- CCc1ccc(S(=O)(=O)NCc2csc(-c3ccccc3)n2)s1
→ -1%, 16%, 7%, 6%, -9%, 1%, 1%, -4, 6%, -3%
- COC(=O)CNC(=O)COC(=O)c1ccc(OC)c([N+](=O)[O-])c1
→ 0%, 33%, -7%, 21%, 1%, 1%, 0%, 1, 0%[46.1 µM], 2%
- O=C(O)c1cc(-c2ccc(Cl)cc2)n[nH]1
→ -1%, 8%, 3%, -1%, 0%, 13%, 1%, -6, -7%, -1%
- O=C(CSCC(=O)OCC(=O)c1ccc(Br)cc1)Nc1cccc2ccccc12
→ 4%, -11%, -7%, -10%, -2%, -11%, 0%, 1, ·, -6%
- COc1ccc(CNC(=O)CN(Cc2ccccc2)C(=O)CCC(=O)Nc2nccs2)cc1
→ -3%, 14%, 4%, -2%, -1%, -18%, -4%, 0, 1%, 2%
- CCc1ccc(/C=C/C(=O)C2C(=O)c3ccccc3C2=O)cc1
→ -3%, -25%, -4%, 10%, -5%, ?, ?, -20, 1%, 13%
- CC1(C)C2CCC1(C)C(Nc1ccccc1)C2 (stereo not drawn)
→ 7%, -15%, 19%, -4%, 2%, ·, -2%, -8, 0%, -1%
- CCCCOc1ccc(NC(=O)c2cnc(C)cn2)cc1
→ -2%, -2%, ·, -6%, -3%, 0%, 18%, 11, 3%, -2%
- Fc1ccccc1C1CCN(Cc2nc(CC3CC3)no2)C1 (stereo not drawn)
→ -1%, -8%, 0%, -9%, -1%, -21%, -3%, -6, ·, 3%
- CCC(=O)N1CCN(c2ccc(Cl)cc2NC(=S)NC(=O)c2ccco2)CC1
→ ·, -14%, ·, ·, -3%, ·, ·, ·, -2%, -14%
- CC1C(=O)N2CCCc3cc(S(=O)(=O)N4CCC(C(N)=O)CC4)cc1c32 (stereo not drawn)
→ -4%, 0%, -2%, -7%, -1%, 6%, -5%, 19, -7%, -3%
- NCCSC1CC(=O)N(c2ccc(F)cc2)C1=O (stereo not drawn)
→ -2%, 14%, -6%, ?, 1%, 5%, -7%, 16, ·, -3%
- CCOCCCNC(=O)C1CCN(S(=O)(=O)N2CCCCC2)CC1
→ -2%, -19%, -1%, -7%, -4%, 0%, 4%, 35, -15%, 0%
- COc1cc2c(cc1OC)CN(C(=O)CSc1nnc3scc(-c4ccccc4)n13)CC2
→ 0%, 0%, 7%, -9%, -3%, 3%, -8%, 1, -2%, 5%

Structural class: those above with two or more sulfur atoms
Each structure is followed by: Mito fusion act, Integrin act MD, A-T KAP1 phos, MBNL1 CUG block, PTAP TSG101 blk, Menin-MLL TR inh, CXXC DNA block, TSHR antag, TCR act, ASM inhibitor
- COC(=O)C1=C(NC(=O)c2cccs2)CCS1
→ 1%, ·, 1%, 7%, ·, -15%, -13%, -6, ·, ·
- NS(=O)(=O)c1ccc(NC(=O)/C=C/c2ccc(S(=O)(=O)NCc3ccco3)cc2)cc1
→ 0%, ?, 6%, 13%, 1%, ?, 12%, 5, -63%, 0%
- CCOc1ccc(Br)cc1S(=O)(=O)NCc1ccc(S(N)(=O)=O)cc1
→ -1%, -4%, 5%, -15%, -6%, 19%, -6%, 2, -9%, 0%
- CCc1ccc(S(=O)(=O)NCc2csc(-c3ccccc3)n2)s1
→ -1%, 16%, 7%, 6%, -9%, 1%, 1%, -4, 6%, -3%
- COc1cc2c(cc1OC)CN(C(=O)CSc1nnc3scc(-c4ccccc4)n13)CC2
→ 0%, 0%, 7%, -9%, -3%, 3%, -8%, 1, -2%, 5%
